High-throughput results as filed in PubChem BioAssay.
RBX1-CUL1 inh – inhibitors of human ROC1-CUL1 ubiquitin ligase activity; in vitro K48 di-Ub FRET, acceptor:donor ratio, 45 min; AID 1347404, 2020; inhibition, % at 10 µM; actives 0.6% (n = 140,000); in the data active = inhibition above about 25%
Target sequence (P62877 whole entry, looked up): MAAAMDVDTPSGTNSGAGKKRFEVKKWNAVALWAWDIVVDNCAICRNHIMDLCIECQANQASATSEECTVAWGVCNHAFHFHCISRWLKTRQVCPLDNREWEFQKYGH
Target sequence (Q13616 whole entry, looked up): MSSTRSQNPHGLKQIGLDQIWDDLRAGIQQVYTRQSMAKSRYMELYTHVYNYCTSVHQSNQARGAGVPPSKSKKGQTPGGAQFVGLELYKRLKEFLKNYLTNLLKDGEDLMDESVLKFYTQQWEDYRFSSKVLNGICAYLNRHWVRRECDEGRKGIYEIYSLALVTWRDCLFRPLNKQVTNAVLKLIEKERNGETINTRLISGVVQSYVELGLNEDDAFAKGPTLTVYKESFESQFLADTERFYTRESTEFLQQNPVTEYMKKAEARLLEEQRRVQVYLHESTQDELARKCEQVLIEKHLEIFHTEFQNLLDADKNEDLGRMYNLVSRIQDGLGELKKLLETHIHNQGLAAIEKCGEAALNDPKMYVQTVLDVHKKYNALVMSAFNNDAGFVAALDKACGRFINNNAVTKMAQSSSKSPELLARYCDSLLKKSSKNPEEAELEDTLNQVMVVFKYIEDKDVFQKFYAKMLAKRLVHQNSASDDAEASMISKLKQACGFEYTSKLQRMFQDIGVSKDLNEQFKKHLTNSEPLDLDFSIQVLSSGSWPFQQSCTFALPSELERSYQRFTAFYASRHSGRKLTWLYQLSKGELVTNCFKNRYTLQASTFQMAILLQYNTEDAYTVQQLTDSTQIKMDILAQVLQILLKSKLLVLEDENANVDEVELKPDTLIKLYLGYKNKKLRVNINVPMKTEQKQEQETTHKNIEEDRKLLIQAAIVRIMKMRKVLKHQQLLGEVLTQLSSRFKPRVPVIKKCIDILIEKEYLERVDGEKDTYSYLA
* hit, by the source's call. Only part of the results is shown; rates above refer to the full screens.

SMILES	RBX1-CUL1 inh
Cc1ccc(NC(=O)CNC(=O)Cn2c(C)cc3ccccc3c2=O)cc1F	-10
COc1ccc(Cc2nnc(NC(=O)C3c4ccccc4Oc4ccccc43)s2)cc1OC	1
CCOC(=O)c1c(C)csc1NC(C)=O	-4
O=C1/C(=C/c2ccccc2)N=C(Sc2ccccc2)N1c1ccc(Cl)cc1	-2
c1cc(-c2ccco2)cc(N2CCC(NCC3CCOCC3)CC2)c1	-4
O=C(O)c1cccc(NS(=O)(=O)c2cccc3cccnc23)c1	-5
CC(C)CC(=O)NC1CC(C)(C)Cc2nc(N3CCOCC3)ncc21 (configuration not stated)	-10
Cc1sc(Br)c(-c2ccccc2)c1Br	-2
COc1ccc2c(OC)cc(=O)n(C)c2c1	-4
O=C(CCc1cnccn1)N1CCc2onc(-c3ccc(C(F)(F)F)cc3)c2C1	3
CC(C)Cc1nc2cc(NS(=O)(=O)N(C)C)cc(C(=O)N3CCCC(c4ccccc4)C3)c2n1C (configuration not stated)	-5
CC1(C)OC2OC(C(O)c3cc(O)c4c(c3O)C(=O)c3ccccc3C4=O)C(C)(OC(=O)c3ccccc3)C2O1 (configuration not stated)	24
Cc1cc(Oc2ccc(Cl)cc2)nc(SCC(=O)c2ccccc2)n1	-7
COc1ccc(/C=C/C(=O)OCCN(C)C(C)C)cc1	-5
COc1ccc(-n2nc(C(=O)Nc3cc(C)ccn3)c3c4ccccc4n(C)c3c2=O)cc1	-2
Cc1ccc(Sc2c(C)nn(-c3ccccc3)c2OC(=O)CC(C)C)cc1	8
O=C1/C(=C\c2cn(Cc3ccc([N+](=O)[O-])cc3)c3ccccc23)SC(=S)N1c1cccc([N+](=O)[O-])c1	5
c1cc(CNCCN2CCOCC2)cs1	-1
Cc1ccc(C(=O)COC(=O)c2cc(-c3ccc(Cl)cc3)nc3ccccc23)cc1	4
CCOc1ccc(CCNC(=O)Cn2c(-c3cccs3)cc3ccccc32)cc1	-7
CCn1c(SCC(N)=O)nc2c(c1=O)C1(CCCC1)Cc1ccccc1-2	-2
O=C(O)CSc1nc2sc3c(c2c(=O)n1-c1ccc(Cl)cc1)CCCC3	4
Cc1ccc(CSc2ncc(Cl)c(C(=O)Nc3nnc(C)s3)n2)cc1	8
COc1cc(NC(=O)CN2C(=O)COc3ccc(S(=O)(=O)NC4CCCC4)cc32)cc(OC)c1	-4
COc1ccc(CNC(=O)C2CCN(C(=O)N3CCOc4ccc(C)cc43)CC2)cc1	-1
Continued:
SMILES	RBX1-CUL1 inh
COc1ccc(N2CCN(CCCNC(=O)c3c(C)nn(-c4ccc(F)cc4)c3-n3cccc3)CC2)cc1	5
Cc1nc2ccn(Cc3cccs3)c(=O)c2cc1C(=O)N1CCN(c2ccccc2)CC1	-3
O=C(c1ccccc1)c1ccc2nc(Nc3cc(Cl)ccc3O)c3nncn3c2c1	-11
Cc1nn2c(=O)cc(COC(=O)COc3ccccc3C)nc2s1	9
Cc1cccc(NC(=O)c2cccc(NC(=O)c3ccco3)c2)c1C	-2
COc1ccc(Cn2c(=O)c3cccnc3n(CC(=O)Nc3c(C)cc(C)cc3C)c2=O)cc1	-5
CCn1c2ccccc2n2cc(-c3ccccc3)nc12	-1
Cc1nc2ccccc2nc1OCC(=O)c1ccc(Cl)c(Cl)c1	-8
O=C(CNC(=O)c1cccc([N+](=O)[O-])c1)N/N=C\c1ccc(Br)o1	0
CC(=O)c1cccc(CN2CCC(N3CCC(C(=O)N4CCOCC4)CC3)CC2)c1	-1
O=C(NCCc1ccccc1)C1CCN(c2ncnc3c2nc2n3CCCCC2)CC1	1
Cn1ccnc1CNc1ccc(-c2nc(Cc3ccc(F)cc3)no2)cn1	2
CCc1c(C)sc(NC(=O)C2CC(c3c(F)cccc3Cl)=NO2)c1C#N (configuration not stated)	-1
CC(C)(C)c1ccc(S(=O)(=O)NCc2cccnc2)cc1	3
CCOC(=O)c1cc(-c2ccccc2)n(-c2cccc(C(=O)Nc3ccc(OC)cc3)c2)c1C	5
Cc1cccc(-c2cccc(NC(=O)C3CCCN3C(=O)c3ncoc3C)c2)c1 (configuration not stated)	-12
CS(=O)(=O)c1ccc(Sc2ccccc2F)c(N)c1	5
CC(=O)c1ccc(NC(=O)CSc2nc(-c3ccccc3F)nc3c2c(=O)n(C)c(=O)n3C)cc1	-2
CCn1nc(-c2ccccc2)c(-c2ccccc2)c(C(=O)Nc2ccccc2C(N)=O)c1=O	3
O=C(Nc1ccccc1)Nc1ccc2nc(-c3cscn3)[nH]c2c1	9
N=c1n(CCO)c2ccccc2n1CCOc1ccc(F)cc1	-4
CCOc1ccc(C(=O)C2C(=O)C(=O)N(CC3CCCO3)C2c2cccs2)cc1 (configuration not stated)	9
COCCn1c(=O)c2c(nc3n(-c4ccccc4C)c(C)c(C)n23)n(C)c1=O	6
COc1ccc(NC(=O)c2cnc3sc(N4CCOCC4)nn3c2=O)c(OC)c1	2
Cn1c(C2CCC2)nc2cc(C(=O)N3CCC(c4ccncc4)CC3)cc(NC(=O)C3CCCO3)c21 (configuration not stated)	-3
New compounds follow:
SMILES	RBX1-CUL1 inh
c1ccc(-c2csc(-n3ncc4c3CCCC4)n2)cc1	4
CCOc1cccc(C(=O)Nc2ccc3oc(-c4ccncc4)nc3c2)c1	6
O=C(NCCc1ccccc1)c1ccc(NS(=O)(=O)c2cccc(F)c2)cc1	8
c1ccc(OCCSc2nnc3sc4ccccc4n23)cc1	10
COc1ccc(NC(=O)CCc2nnc3n(CC(C)C)c(=O)c4ccccc4n23)cc1	-5
Cc1ccc(Cl)cc1N(C)C(=O)C1CCCN(c2ncnc3onc(-c4ccc(F)cc4)c23)C1 (configuration not stated)	-8
Cc1cc(C)n(-c2cc(Oc3ccc(F)cc3)ncn2)n1	7
O=C(O)COc1ccccc1/C=C1/SC(=O)N(CC(=O)N2CCc3ccccc3C2)C1=O	5
Cc1ccc(S(=O)(=O)c2nc(-c3ccccc3)oc2SCC(=O)NC2CCCCC2)cc1	-17
Cc1ccc(N2C(=O)CC(N3CCN(c4ccc(Cl)cc4)CC3)C2=O)cc1Cl (configuration not stated)	-4
Cc1ccc(C(=O)COC(=O)c2ccc3ccccc3c2O)cc1	6
Cn1ccnc1SCCNc1nncc(-c2ccc3c(c2)OCO3)n1	15
C=CC(C)N1C(=O)S/C(=C\c2cc(OC)c(N3CCCC3)cc2OC)C1=O (configuration not stated)	10
O=C(NC1CCCCC1)c1ccc2c(c1)N(Cc1cccc(Cl)c1)C(=O)c1ccccc1S2=O (configuration not stated)	-10
COc1ccc(CN2CCNC(=O)C2CC(=O)N2CCCCC2)cc1OC (configuration not stated)	6
Cc1ccc(C)c(N2CCN(C(=O)CCc3nnc4n(C)c(=O)c5ccccc5n34)CC2)c1	-3
COC(=O)C(NC(=O)CC(C)C)(Nc1ccccn1)C(F)(F)F (configuration not stated)	8
CCCN(CCC)S(=O)(=O)c1ccc(C(=O)N2CCn3c4c(c5cc(C)ccc53)CCCC42)cc1 (configuration not stated)	-10
CCc1ccc(NS(=O)(=O)c2ccc3c(c2)C(=O)C(C(=O)NCc2ccc(C)cc2)C=N3)cc1 (configuration not stated)	8
O=C(Oc1ccc(C=Nc2cccc(-c3nc4ccccc4s3)c2)cc1)c1cccc2ccccc12	-6
O=C(c1cnn2c(C(F)(F)F)cc(-c3ccco3)nc12)N1CCCCCC1	3
CS(=O)(=O)NCc1ccccc1Cl	-6
CCC(=O)N1CCc2cc(S(=O)(=O)NC(CC(C)C)C(=O)NCc3ccc(C)cc3)ccc21 (configuration not stated)	-3
CC(C)N(Cc1nccn1C)C(=O)Cn1nnnc1CN1C[C@@H](C)O[C@@H](C)C1	-3
CSc1ccc(NC(=O)N2CC(C)C(c3ccc(SC)cc3)=N2)cc1 (configuration not stated)	3
(next part)
SMILES	RBX1-CUL1 inh
Cc1ccccc1-c1nn2c(=O)cc(CN3CCN(S(=O)(=O)c4ccc(Cl)cc4)CC3)nc2s1	0
CN(C)c1ccc(NC(=O)Cn2cc(S(=O)(=O)Cc3cccc(Cl)c3)c3ccccc32)cc1	-5
COc1ccc(C2CC(c3ccccc3)=NN2C(=O)c2ccc(F)cc2)cc1 (configuration not stated)	5
CCN(CC)CC(=O)NCC1(c2ccccc2)CCOCC1	3
Cc1ccc(Sc2nc(Cl)c(C#N)c(Sc3ccc(C)cc3)c2Cl)cc1	-5
O=S1(=O)NC(c2ccccc2)C2CCCCC21 (configuration not stated)	0
COCC(=O)N1CCC(Oc2ccccc2C(=O)N2CCCCCCC2)CC1	-1
O=C1CC2C3C4C5C(C2C5(Br)C32OCCO2)C14Br (configuration not stated)	2
CC(NC(=O)c1ccc2oc(CCc3ccccc3)nc2c1)c1ccncn1 (configuration not stated)	7
CC(C)(C)NC(=O)CCC1COc2ccccc2O1 (configuration not stated)	4
COc1cccc(-c2n[nH]c3c2CN(C(=O)c2ccccc2N(C)C)CC3)c1	-3
CC1(C)CC(=O)C2=C(C1)OC(=N)C(C#N)C2c1ccco1 (configuration not stated)	14
CC(C)(C)OC(=O)NNC(=O)COc1ccc(Br)cc1Cl	-1
O=C(CCc1c[nH]c2ccccc12)NCc1ccco1	-5
Cc1ccc(C(=O)Oc2ccc(/C=C3\N=C(c4ccc(C)cc4)OC3=O)cc2)cc1	8
CC(C)NS(=O)(=O)c1cnccc1N1CCN(c2cccc(Cl)c2)CC1	13
O=C(Nc1ccc(Br)cc1Cl)C1C2CC3OC(=O)C1C3C2 (configuration not stated)	-1
Cc1cccc(N2CCN(C(=O)C3CCCN(S(=O)(=O)c4ccc(Br)s4)C3)CC2)c1C (configuration not stated)	2
CCCOC(=O)C1C2C=CC3(CN(C4CCCCC4)C(=O)C13)O2 (configuration not stated)	2
CC(C)(C)c1nc2c(cnn2Cc2cccc(Cl)c2)[nH]1	11
COc1cc(C(=O)N2CCCC2)cc(OC)c1OCc1ccccc1	0
CCCN1C(=O)C(Cc2ccc(-c3ccc(Cl)cc3)o2)=NC1=S	7
CCc1c(C#N)c(SCCC(=O)Nc2cccc(OC)c2)nc2c1C(=O)CC(C)(C)C2	8
N#CC(C=NCCc1ccccc1)C(N)=O (configuration not stated)	1
CN1CCN(c2ccccc2NC(=O)c2ccc(C3CCCN3)s2)CC1 (configuration not stated)	-8
More records:
SMILES	RBX1-CUL1 inh
COc1ccc(C(=O)Nc2ccc3nc(SCc4ccc(C)cc4)sc3c2)cc1	-3
Cc1nc(C(=O)Nc2cccc(Cl)c2)c(C(=O)NC(C)C)nc1C	11
COc1ccc(Br)cc1/C=C1\SC(=O)N(Cc2ccc(F)cc2)C1=O	1
CC(C)c1ccc(NC(=O)c2ccc(NC(=O)CCS(=O)(=O)c3cccs3)cc2)cc1	0
COC(=O)Cn1c(C2CC(=O)N(c3c(C)cccc3C)C2)nc2ccccc21 (configuration not stated)	-1
Cc1ccc(-c2nc(S(=O)(=O)c3ccc(C)cc3)c(SCC(=O)NC3CCCCC3)o2)cc1	2
OCc1cn(C2CCN(Cc3ccc4c5c(cccc35)CC4)CC2)nn1	6
Cc1ccc(C)c(Cn2c3ccccc3c3cnn(CC(=O)N4CCCCC4)c(=O)c32)c1	-3
CCCCNC(=O)C1CCCN(Cc2nc(-c3ccc(Cl)cc3)oc2C)C1 (configuration not stated)	4
CCOC(=O)c1c(C)n(C)c2cc(CN(C)C)c(O)c(CN(C)C)c12	4
CCOc1ccc(NC(=O)c2sc(C)c(CC(=O)O)c2O)cc1	9
CCOC(=O)C1C(C)=Nc2sc(C(N)=O)c(N)c2C1c1ccccc1 (configuration not stated)	1
CC1N=C2N=C(NC(=O)c3ccc[n+](C)c3)NC(=O)C2N(C(=O)c2ccc[n+](C)c2)C1C (configuration not stated)	2
COc1ccc(-c2cc(-c3cccs3)nc(SCC(=O)Nc3sc4c(c3C#N)CCC4)c2C#N)cc1	-2
COc1ccc(/C=C2\Sc3nc(-c4ccccc4)nc(C)c3C2=O)cc1	4
O=C1c2ccccc2C(=O)C12OC(c1ccc(Br)cc1)C1(C(=O)c3ccccc3C1=O)C2c1ccc([N+](=O)[O-])cc1 (configuration not stated)	-9
COc1ccc(C2C(C(=O)OC(C)C)=C(C)N=C3SCC(=O)N32)cc1 (configuration not stated)	2
O=C(NCC1CCCO1)c1ccc(CNS(=O)(=O)c2cccc(Cl)c2)cc1 (configuration not stated)	0
Cc1oc(-c2cccc(Cl)c2)nc1CSc1nnc(C)n2c1cc1occc12	9
COCCN1C(=O)CC(CC(=O)N(C)Cc2n[nH]c3c2CCCCC3)(c2ccccc2F)C1=O (configuration not stated)	2
COC(=O)c1ccc2[nH]c(C)c(CN3CCCC(C)C3)c(=O)c2c1 (configuration not stated)	4
